C diff growth: inhibitors of Clostridium difficile growth; Clostridium difficile clinical isolate growth, OD600, 24 h; active compounds read low; growth activity, negative = inhibition, % at 16 µg/mL (by protocol); actives 0.25% (n = 86,000); AID 1259249;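 active = mean growth activity at or below -80% and every replicate also at or below -80%; inconclusive = mean at or below -80% but some replicate above -80%; inactive = mean growth activity above -80%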;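 note: 0% = DMSO wells and -100% = levofloxacin 16 µg/mL wells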
GASC1 inh: inhibitors of human demethylase GASC-1 KDM4C; AID 720574; Q9H3R0; inhibition, % at 12.5 µM; GST-KDM4C 2-372, H3K9me3 peptide, LANCE TR-FRET; actives 0.15% (n = 96,000);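 active = mean replicate inhibition above about 25%, with at least 55% of replicates also reaching it, limit read from the data, passing the limit was not always enough; inconclusive = only one of those two conditions met; inactive = neither condition met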
Target sequence (Q9H3R0 2-372 limits assumed): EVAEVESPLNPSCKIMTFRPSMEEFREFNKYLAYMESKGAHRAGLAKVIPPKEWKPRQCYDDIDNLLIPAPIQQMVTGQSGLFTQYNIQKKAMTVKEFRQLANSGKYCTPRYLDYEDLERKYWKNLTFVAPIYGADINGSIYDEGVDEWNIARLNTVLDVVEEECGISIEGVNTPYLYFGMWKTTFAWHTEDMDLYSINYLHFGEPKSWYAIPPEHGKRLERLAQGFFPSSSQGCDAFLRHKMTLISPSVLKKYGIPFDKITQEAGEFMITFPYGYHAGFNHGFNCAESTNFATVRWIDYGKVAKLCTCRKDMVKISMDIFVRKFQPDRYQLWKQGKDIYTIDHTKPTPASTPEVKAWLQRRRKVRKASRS
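Material: GST-tagged GASC-1 (JMJD2C) catalytic fragment, aa 2-372. Input: enzyme final amount 10 nM. Medium: HEPES buffer, pH 7.5, plus ascorbate. Reagent: H3K9me3 peptide substrate, Fe(II), 2-oxoglutarate. Doses: single dose. Times: reaction 30 min RT, detection step 1 h RT. Measured by: LANCE TR-FRET. Evaluation: Fall in 671/618 emission ratio as inhibition.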
Tcruzi prolif: blocks T. cruzi growth in NIH3T3 culture; actives 5.9% (n = 77,000); inhibition, % at 8.34 µM; T. cruzi beta-gal in NIH3T3, GalScreen luminescence, 90 h;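 active = mean inhibition above about 93%, with at least 55% of replicates each passing it, limit read from the data, passing the limit was not always enough; inconclusive = only one of those two conditions holds; inactive = neither condition holds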
Pf Dd2 growth: blocks growth of Plasmodium falciparum Dd2 parasites; AID 1159554; P. falciparum Dd2 growth, SYBR Green, 72 h; active compounds read low; actives 2.3% (n = 94,000); activity change, % at 10 µM; in the data active = activity change below about -80%; inconclusive = no clear call, values can overlap the other calls
* marks the source's active call; other numbers are inactive results; ? = inconclusive; nt = no result given; & = joins results of further samples.

SMILES | C diff growth | GASC1 inh | Tcruzi prolif | Pf Dd2 growth
CCCN(C)C[C@@H]1OCCCC[C@@H](C)Oc2ccc(NS(C)(=O)=O)cc2C(=O)N([C@@H](C)CO)C[C@@H]1C | -1 | 0.8 | 49 | -16
COc1ccccc1S(=O)(=O)N1CC[C@@H]2[C@@H](CO)N(C)c3ccc(-c4ccccc4)cc3[C@@H]21 | -3 | -4.9 | 77 | -23
C[C@H]1CN([C@@H](C)CO)C(=O)c2cc(/C=C/c3ccccc3)cnc2O[C@H]1CN(C)C(=O)Nc1ccccc1F | -5 | 0.2 | 101* | -28
COc1cccc(C(=O)Nc2ccc3c(c2)C(=O)N(C)[C@@H]2CC[C@H](CC(=O)NCc4ccc(F)cc4)O[C@@H]2CO3)c1 | -11 | -3.6 | 93 | -27
O=C(C[C@@H]1CC[C@H]2[C@@H](COC[C@@H](O)CN2CCc2ccccc2)O1)NCc1ccc(F)cc1 | nt | -1.2 | 45 | 2
O=C(C[C@@H]1CC[C@@H]2[C@H](COC[C@@H](O)CN2S(=O)(=O)c2ccccc2)O1)N1CCOCC1 | -3&-4 | -2.1 | -80 | 27
Cc1noc(C)c1S(=O)(=O)N(C)C[C@H]1OCCCC[C@H](C)Oc2ccc(NC(=O)CCC(F)(F)F)cc2C(=O)N([C@H](C)CO)C[C@H]1C | -5 | 0.9 | nt | -58
C[C@@H]1CN([C@@H](C)CO)S(=O)(=O)c2ccc(C3=CCCCC3)cc2O[C@@H]1CN(C)S(C)(=O)=O | -9 | 0.7 | 59 | 57
O=C(Nc1ccc2c(c1)[C@H]1C[C@H](CC(=O)N3CCc4ccccc4C3)O[C@@H](CO)[C@H]1O2)Nc1ccccc1F | nt | -4.6 | nt | 3
O=C(Nc1cccc(F)c1)N1CCCCN2[C@H](CO)[C@H](c3ccc(C#Cc4cccnc4)cc3)[C@H]2C1 | 29 | -1.4 | 96* | -54
CCNC(=O)C[C@@H]1C=C[C@@H](NC(=O)C2CCOCC2)[C@@H](CO)O1 | -1 | 1.1 | -3 | 3
Cc1cccc(-c2ccc([C@H]3[C@@H](CO)N4CCCCN(Cc5cncnc5)C[C@H]34)cc2)c1 | -3 | -0.7 | 104* | -27
C[C@@H]1CCCCO[C@H](CN(C)C(=O)NC2CCCCC2)[C@H](C)CN([C@H](C)CO)C(=O)c2cc(NS(=O)(=O)c3cn(C)cn3)ccc2O1 | 2 | 9.6 | 72 | -14
COc1ccc(NC(=O)Nc2ccc3c(c2)CC(=O)N([C@H](C)CO)C[C@@H](C)[C@H](CN(C)C)O3)cc1 | -1 | 1.3 | nt | 19
O=C(Nc1cc(F)ccc1F)N1CCCCN2[C@H](C1)[C@@H](c1ccc(-c3cncnc3)cc1)[C@@H]2CO | 4 | 1.4 | 105* | 14
COc1ccc(CN(C)C[C@H]2Oc3ccc(NC(=O)Cc4cn(C)c5ccccc45)cc3C(=O)N([C@@H](C)CO)C[C@@H]2C)cc1 | -4 | 0.9 | 40 | -10
C[C@@H]1CN([C@@H](C)CO)C(=O)c2cc(NS(=O)(=O)c3cn(C)cn3)ccc2O[C@H]1CN(C)CC1CCCCC1 | -3 | -2.1 | -6 | 4
C[C@H](CO)N1C[C@H](C)[C@@H](CN(C)S(C)(=O)=O)OCCCC[C@H](C)Oc2ccc(NC(=O)Nc3ccc(C(F)(F)F)cc3)cc2C1=O | 5 | -0.9 | 67 | 30
CCCN(C)C[C@H]1OCCCC[C@@H](C)Oc2ccc(NC(=O)CCCN(C)C)cc2C(=O)N([C@H](C)CO)C[C@H]1C | -1 | 3.4 | 11 | -29
O=C(C[C@H]1C=C[C@H](NC(=O)CN2CCOCC2)[C@H](CO)O1)NCCc1ccccc1 | -1 | 0.4 | 16 | 3
COCC(=O)Nc1ccc2c(c1)OC[C@@H](C)N(Cc1ccccc1OC)C[C@H](C)[C@H](OC)CN(C)C2=O | nt | 1.1 | 40 | -46
Cc1ccccc1S(=O)(=O)NCC[C@H]1CC[C@H](NC(=O)C2CCC2)[C@H](CO)O1 | 0 | 3.6 | nt | -23
COc1ccc(CN(C)C[C@@H]2Oc3ccc(NC(=O)C4CCCCC4)cc3CC(=O)N([C@@H](C)CO)C[C@@H]2C)cc1 | 0 | 0.5 | 16 | -7
CO[C@H]1CN(C)C(=O)c2cc(NC(=O)NC(C)C)ccc2OC[C@@H](C)N(C(=O)NC(C)C)C[C@@H]1C | -4 | -0.2 | -82 | nt
CN(C)C(=O)c1ccc(-c2ccc(C3[C@@H]4CN(Cc5nccs5)C[C@H]3N4)cc2)cc1 (some centres undefined) | -10&2 | -1.0&-0.5 | nt | -15&-40
CCCC(=O)Nc1ccc2c(c1)OC[C@H](C)NC[C@@H](C)[C@@H](OC)CN(C)C2=O | nt | 9.3 | 17 | 3
C[C@@H]1CN([C@@H](C)CO)C(=O)c2cc(-c3cccnc3)cnc2O[C@H]1CN(C)Cc1ccccc1 | nt | 0.0 | -26 | 14
COc1ccc2c3c(n(C)c2c1)[C@@H](CO)N(C(=O)CN1CCOCC1)CC31CCN(C(=O)CC2CC2)CC1 | 1 | 0.8 | nt | -69
Cc1ccc(S(=O)(=O)Nc2ccc3c(c2)C(=O)N([C@H](C)CO)C[C@H](C)[C@H](CN(C)S(C)(=O)=O)OCCCC[C@@H](C)O3)cc1 | -3 | 0.1 | -8 | 31
C[C@@H]1CN([C@H](C)CO)C(=O)Cc2cc(N(C)C)ccc2O[C@H]1CN(C)Cc1ccncc1 | 0 | 2.4 | 1 | 16
O=C(c1cnccn1)N1CC(=O)N2[C@H](CO)[C@H](c3ccc(C#CC4CC4)cc3)[C@@H]2C1 | 5 | -1.2 | nt | 11
CN(C)CCCNC(=O)C[C@@H]1C=C[C@H](NS(=O)(=O)c2ccccc2)[C@@H](CO)O1 | nt | 2.4 | 24 | -48
CO[C@@H]1CN(C)C(=O)c2ccc(NC(=O)C3CCC3)cc2OC[C@H](C)N(Cc2ccccn2)C[C@H]1C | nt | -0.3 | -5 | -4
C/C=C/c1ccc([C@H]2[C@@H](CO)N(C(C)=O)C23CN(S(C)(=O)=O)C3)cc1 | -6 | 2.5 | nt | -7
C[C@@H]1CN([C@@H](C)CO)C(=O)c2cccc(NC(=O)Nc3ccc4c(c3)OCO4)c2O[C@H]1CN(C)C | -1 | 1.2 | nt | 7
CNC[C@H]1Oc2c(NS(=O)(=O)c3ccccc3)cccc2C(=O)N([C@@H](C)CO)C[C@@H]1C | -2 | -0.2 | nt | 8

Shown in markdown: four of the compounds above.
| SMILES | C diff growth | GASC1 inh | Tcruzi prolif | Pf Dd2 growth |
| --- | --- | --- | --- | --- |
| COc1ccc2c3c(n(C)c2c1)[C@@H](CO)N(C(=O)CN1CCOCC1)CC31CCN(C(=O)CC2CC2)CC1 | 1 | 0.8 | nt | -69 |
| Cc1ccc(S(=O)(=O)Nc2ccc3c(c2)C(=O)N([C@H](C)CO)C[C@H](C)[C@H](CN(C)S(C)(=O)=O)OCCCC[C@@H](C)O3)cc1 | -3 | 0.1 | -8 | 31 |
| C[C@@H]1CN([C@H](C)CO)C(=O)Cc2cc(N(C)C)ccc2O[C@H]1CN(C)Cc1ccncc1 | 0 | 2.4 | 1 | 16 |
| O=C(c1cnccn1)N1CC(=O)N2[C@H](CO)[C@H](c3ccc(C#CC4CC4)cc3)[C@@H]2C1 | 5 | -1.2 | nt | 11 |

Other results
SMILES | C diff growth | GASC1 inh | Tcruzi prolif | Pf Dd2 growth
Cc1noc(C)c1NC(=O)Nc1ccc2c(c1)C(=O)N([C@@H](C)CO)C[C@@H](C)[C@@H](CN(C)C)OCCCC[C@@H](C)O2 | -2 | 0.9 | 55 | 18
C[C@H](CO)N1C[C@H](C)[C@@H](CN(C)Cc2ccc(Oc3ccccc3)cc2)Oc2ccc(NS(C)(=O)=O)cc2C1=O | -5 | 1.3 | 75 | -2
O=C(C[C@H]1C[C@@H]2c3cc(NC(=O)NC4CCCC4)ccc3O[C@@H]2[C@H](CO)O1)NCc1cccnc1 | 3 | -1.5 | nt | -6
O=C(Cc1ccccc1)N1CC(=O)N2[C@H](CO)[C@H](c3ccc(Br)cc3)[C@H]2C1 | -3 | 0.9 | nt | 18
Cc1noc(C)c1NC(=O)Nc1ccc2c(c1)C(=O)N([C@@H](C)CO)C[C@@H](C)[C@H](CN(C)C(=O)Nc1cccc3ccccc13)O2 | nt | 0.3 | -78 | 32
COc1ccc(C(=O)N2C[C@@H]3[C@H](c4ccccc42)[C@@H](CO)N3Cc2ccc3c(c2)OCO3)cc1 | 6 | -2.3 | 47 | -5
C[C@H](CO)N1C[C@H](C)[C@@H](CN(C)C)Oc2ccc(NC(=O)CCCCCC(=O)Nc3ccccc3N)cc2C1=O | -1&-5 | 0.7 | nt | 13
O=C(Nc1ccc(F)cc1)N1CCCCN2[C@H](CO)[C@H](c3ccc(C#CC4CC4)cc3)[C@@H]2C1 | 0 | -0.7 | 106* | 4
CCCC#Cc1ccc([C@H]2[C@@H](C#N)N(C(=O)C3CCC3)[C@@H]2CO)cc1 | -5 | -1.1 | 99* | -33
C[C@H](CO)N1C[C@H](C)[C@H](CN(C)CC2CC2)OCCCC[C@H](C)Oc2ccc(NS(=O)(=O)c3ccc(Cl)cc3)cc2C1=O | 2 | -0.2 | 25 | -79
Cc1ccc(S(=O)(=O)Nc2ccc3c(c2)C(=O)N([C@H](C)CO)C[C@H](C)[C@@H](CN(C)S(=O)(=O)c2ccc(C)cc2)OCCCC[C@@H](C)O3)cc1 | nt | 0.0 | 43 | -25
CS(=O)(=O)N1CC(=O)N2[C@@H](CO)[C@H](c3ccc(C#CC4CCCC4)cc3)[C@@H]2C1 | -4 | 4.6 | nt | 12
C[C@@H]1CN([C@H](C)CO)S(=O)(=O)c2ccc(Br)cc2O[C@H]1CN(C)C(=O)Nc1cccc(F)c1 | -7 | -1.6 | -22 | -3
CO[C@H]1CN(C)C(=O)c2cc(NC(=O)Nc3cccc(Cl)c3)ccc2OC[C@@H](C)N(C(=O)Nc2c(C)noc2C)C[C@@H]1C | nt | -2.3 | -16 | nt
Cc1noc(C)c1NC(=O)N(C)C[C@H]1OCCCC[C@H](C)Oc2ccc(NS(=O)(=O)c3c(C)noc3C)cc2C(=O)N([C@H](C)CO)C[C@@H]1C | -5 | 2.3 | -22 | 1
CN(C)C(=O)[C@H]1[C@H](CO)[C@H]2Cn3c(ccc(C4=CCCC4)c3=O)[C@H]2N1Cc1ccccn1 | 4 | 1.3 | 56 | 8
O=C(c1ccncc1)N1CCCCN2[C@H](CO)[C@@H](c3ccc(-c4ccccc4)cc3)[C@@H]2C1 | -5 | -0.3 | 9 | -8
Cc1noc(C)c1NC(=O)N(C)C[C@@H]1Oc2ccc(NC(=O)CCC(F)(F)F)cc2CC(=O)N([C@H](C)CO)C[C@H]1C | -1 | -0.1 | 8 | 7
C[C@@H]1CN([C@@H](C)CO)C(=O)c2cc(NC(=O)c3ccccc3)ccc2O[C@@H](C)CCCCO[C@@H]1CN(C)C(=O)c1ccncc1 | 1 | 1.7 | 94 | -18
CCCNC(=O)[C@H]1[C@H](CO)[C@H]2Cn3c(ccc(-c4ccccc4)c3=O)[C@H]2N1CC1CC1 | 1 | 9.5 | 61 | -2
Cc1ccc(S(=O)(=O)Nc2ccc3c(c2)C(=O)N([C@H](C)CO)C[C@H](C)[C@H](CN(C)S(=O)(=O)c2cn(C)cn2)OCCCC[C@@H](C)O3)cc1 | 1 | -1.7 | -42 | 29
COc1ccc(-c2ccc([C@H]3[C@H](C#N)N(C(=O)c4cccc(F)c4)[C@H]3CO)cc2)cc1 | 3 | -2.5 | 106* | ?
CCCN(C)C[C@@H]1Oc2cc(-c3cccc(F)c3)ccc2S(=O)(=O)N([C@@H](C)CO)C[C@@H]1C | 13 | -0.5 | nt | -13
CC=Cc1ccc2n(c1=O)C[C@H]1[C@H](CO)[C@@H](C(=O)NCC)[C@@H]2N1C(=O)c1ccccc1 (mixture of isomers) | -4 | -1.1 | 10 | -4
N#Cc1ccc(-c2ccc(C3[C@@H]4CN(C(=O)C5CCOCC5)C[C@H]3N4)cc2)cc1 (some centres undefined) | -6&-6 | -0.8&-1.3 | nt | -63&9
CNC[C@@H]1Oc2ccc(NC(=O)Cc3cn(C)c4ccccc34)cc2C(=O)N([C@H](C)CO)C[C@@H]1C | 0 | -0.5 | -17 | 2
Cc1noc(C)c1NC(=O)N(C)C[C@@H]1Oc2ccc(NC(=O)c3ccncc3)cc2C(=O)N([C@H](C)CO)C[C@@H]1C | 0 | -2.6 | 7 | 25
C[C@H](CO)N1C[C@H](C)[C@H](CN(C)Cc2ccncc2)Oc2cc(C#CC(C)(C)O)ccc2S1(=O)=O | 3 | -0.4 | -30 | 33

Bioassay records: PubChem BioAssay, Broad Institute

Outcome played no part in choosing rows. About 7.2% of those tested had a hit in this group.
